MEKK2mut PB1 HTS = signal of MEK5 binding to mutant human MEKK2 PB1 domain | percent response, % at 10 µM | bead flow cytometry, Alexa488-MEK5 binding to MEKK2 mutant | hit rate 0.35% among 290,000; in the data active = percent response above about 24%, passing the limit was not always enough; note: inactives centre near 1; some results filed as inactive read as strong as hits; reference of the scale not given here
OXTR ag = agonists of human oxytocin receptor. CHO-OTR cells, Fluo-8 calcium fluorescence; normalized: DMSO 0%, oxytocin 100%. hit rate 0.32% among 320,000. activation, % at 3 µM. P30559;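 active = activation above the mean of all tested compounds plus 3 SD, cutoff set per screening run, cut at about 20% in these data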;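 note: peak over basal fluorescence ratio from a 100 s FLIPR kinetic read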
Target sequence (P30559 whole entry, looked up): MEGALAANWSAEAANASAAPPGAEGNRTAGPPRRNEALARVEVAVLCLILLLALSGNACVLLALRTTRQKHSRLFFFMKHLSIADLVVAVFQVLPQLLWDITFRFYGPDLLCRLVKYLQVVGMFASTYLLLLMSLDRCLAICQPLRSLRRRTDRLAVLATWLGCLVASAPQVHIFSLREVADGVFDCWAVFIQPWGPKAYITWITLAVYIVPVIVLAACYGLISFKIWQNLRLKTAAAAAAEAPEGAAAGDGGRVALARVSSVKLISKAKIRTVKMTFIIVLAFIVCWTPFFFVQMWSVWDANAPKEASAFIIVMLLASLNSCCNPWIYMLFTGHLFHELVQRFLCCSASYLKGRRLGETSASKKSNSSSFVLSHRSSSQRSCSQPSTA
NALP1 yeast inh = NALP1 inhibition. S. cerevisiae NALP1/ASC/caspase-1 growth, X-gal OD620, 72 h. inhibition, % at 10 µM. hit rate 0.61% among 280,000; in the data active = inhibition mostly above about 24%, no sharp cut-off; inactive = mostly below about 32%; note: some compounds called inactive have numbers as strong as hits
GPR7 antagonist = human neuropeptides B/W receptor 1 antagonism | GPR7-expressing cells, fluorescence antagonist assay | inhibition, % at 4.4 µM | hit rate 1.1% among 290,000 | AID 1861; in the data active = inhibition above about 16%, passing the limit was not always enough;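 note: cells stimulated with the agonist NPW; 0% = agonist with vehicle and 100% = vehicle without agonist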
Target sequence (P48145 whole entry, looked up): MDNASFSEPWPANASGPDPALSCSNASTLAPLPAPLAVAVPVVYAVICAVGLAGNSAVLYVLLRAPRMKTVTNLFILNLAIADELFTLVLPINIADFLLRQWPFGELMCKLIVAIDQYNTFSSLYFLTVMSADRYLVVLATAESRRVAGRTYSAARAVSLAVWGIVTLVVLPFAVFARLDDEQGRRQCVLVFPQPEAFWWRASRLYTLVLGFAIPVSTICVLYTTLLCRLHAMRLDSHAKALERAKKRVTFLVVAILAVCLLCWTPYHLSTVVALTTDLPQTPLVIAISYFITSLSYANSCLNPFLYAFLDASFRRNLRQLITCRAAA
PHOSPHO1 block = blocks human PHOSPHO1 phosphatase activity. Q8TCT1. inhibition, % at 13.3 µM. AID 1565. hit rate 1.1% among 290,000. recombinant PHOSPHO1, absorbance phosphatase assay; in the data active = inhibition above about 60%
Target sequence (Q8TCT1 whole entry, looked up): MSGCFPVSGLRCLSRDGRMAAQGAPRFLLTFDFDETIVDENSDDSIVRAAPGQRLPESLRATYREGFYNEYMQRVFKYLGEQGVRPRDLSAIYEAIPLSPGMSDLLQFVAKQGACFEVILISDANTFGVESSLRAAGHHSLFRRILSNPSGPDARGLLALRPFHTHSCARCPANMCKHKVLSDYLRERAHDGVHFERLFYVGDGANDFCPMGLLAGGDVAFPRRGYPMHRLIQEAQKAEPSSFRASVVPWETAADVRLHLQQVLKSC
DNA FID counter = displaces DNA intercalator in HCV helicase counter-screen; DNA fluorescent intercalator displacement, fluorescence; inhibition, % at 7.9 µM; hit rate 0.17% among 290,000; AID 1845; in the data active = inhibition above about 37%;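 note: 0% = vehicle and 100% = reference compound; higher means more ethidium bromide displaced from hairpin DNA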
MEKK3 PB1 HTS = modulators (inhibitors or enhancers) of MEK5 binding to human MEKK3 PB1 domain. hit rate 1.4% among 290,000. Q99759. binding response (% of control), % at 10 µM. AID 1529. bead-based flow cytometry, Alexa488-MEK5 binding to MEKK3; actives lie on both sides; 0 = blocked by unlabeled MEK5, 100 = vehicle;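 active = binding response more than 3 SD above or below the average of its plate-row segment, actives on both sides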;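 note: Alexa488 bead fluorescence after subtracting the streptavidin-only scavenger bead signal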
MEKK2wt PB1 HTS = raises or lowers MEK5 binding to wildtype human MEKK2 PB1 domain. Q9Y2U5. bead flow cytometry, Alexa488-MEK5 binding to MEKK2 WT; actives lie on both sides. binding response (% of control), % at 10 µM. hit rate 1.1% among 290,000; in the data active = binding response below about 67% or above about 130%
M18AAP inhibitor = PfM18AAP enzyme inhibition. AID 1822. hit rate 1.2% among 290,000. recombinant PfM18AAP, H-Glu-NHMec fluorogenic cleavage. inhibition, % at 7.35 µM;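 active = inhibition above the campaign mean inhibition over all tested compounds plus 3 SD, cut at about 28% in these data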;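 note: 0% = plate median of test compound wells and 100% = 2 mM ZnCl2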
Active calls of the source: *; . = no result given; [ ] = remark or other dose.

SMILES | MEKK2mut PB1 HTS | OXTR ag | NALP1 yeast inh | GPR7 antagonist | PHOSPHO1 block | DNA FID counter | MEKK3 PB1 HTS | MEKK2wt PB1 HTS | M18AAP inhibitor
C=CCOc1c(Cl)cc(CNc2ccc3[nH]c(=O)[nH]c3c2)cc1OC | -2 | -0.9 | 23 | -4 | 2 | -2 | 101 | 103 | -32
COc1ccc(-c2nc(CSCC(=O)NCCCN3CCCC3=O)c(C)o2)cc1OC | 0 | -0.3 | 0 | -16 | 44 | -29 | 98 | 94 | -8
COc1cc(/C=C(\C#N)C(=O)NC(C)C)cc(Cl)c1O | 0 | -0.3 | -8 | -18 | 2 | 3 | 103 | 99 | 11
O=C(Nc1ccc(S(=O)(=O)Nc2ccccn2)cc1)C(F)(F)F | 0 | 0.3 | -1 | 12 | -16 | -1 | 101 | 104 | -6
COc1nc(N=C(N)N)nc2c(C)cccc12 | . | -0.2 | 17 | -8 | 19 | 12 | . | . | -19
CCn1c(SCC(=O)Nc2nccs2)nnc1-c1ccccn1 | 1 | 0.2 | 0 | -4 | 9 | -16 | 93 | 100 | -10
Cc1cc(C)cc(N(C(=O)c2csnn2)C(C(=O)NC2CCCC2)c2ccccn2)c1 (stereo not given) | -6 | 0.6 | 12 | 15 | 28 | -37 | 94 | 96 | 11
Oc1[nH]c2ccc(Br)cc2c1N=Nc1nn[nH]n1 | 1 | 0.6 | . | -3 | 13 | 3 | 100 | 108 | 10
CC(C)CC(=O)c1c[nH]c(C(=O)N2CCN(Cc3ccccc3)CC2)c1 | -2 | 0.1 | -7 | -10 | -9 | -26 | 94 | 96 | 0
COc1cc([N+](=O)[O-])ccc1NC(=O)COC(=O)C=C(C)C | -2 | 0.1 | -6 | 10 | 10 | 4 | 104 | 100 | 9
CN(C)/C=N/C(=S)Nc1ccc(Cl)cc1 | -12 | 0.6 | 4 | -9 | 29 | -4 | 90 | 90 | -5
COc1ccc(C(CC(=O)NCc2ccccc2)Sc2n[nH]c(-c3ccc(Cl)cc3)n2)cc1 (stereo not given) | -2 | -0.6 | 14 | -9 | 2 | -2 | 103 | 104 | -1
COc1nccnc1NS(=O)(=O)c1ccc(NCc2ccccc2O)cc1 | -1 | 7.4 | -11 | -3 | 18 | -6 | 101 | 96 | 4
COC(=O)c1c(NC(=O)C2(C)Cc3ccccc3C(=O)O2)sc2c1CCCC2 (stereo not given) | 6 | 0.5 | -10 | -1 | 36 | 2 | 107 | 99 | -6
Cc1ccc(NC(=O)Cn2ncc3ccccc32)c(Cl)c1 | 14 | -0.8 | 24 | 2 | 35 | -11 | 111 | 111 | 3
COc1ccccc1C1NC(=O)NC(C)=C1C(=O)OC1CCCCC1 (stereo not given) | 8 | -2.2 | -82 | -1 | -10 | -1 | 103 | 100 | -7
O=C(CC(c1ccccc1)c1cc(Br)ccc1O)NCc1ccco1 (stereo not given) | -3 | -1.1 | 16 | -15 | -2 | -14 | 101 | 93 | 8
Cc1nc2ncccn2c1-c1csc(Nc2ccc(N(C)C)cc2)n1 | 1 | . | -10 | -5 | 12 | -10 | 99 | 102 | 17
Cc1ccc(C(=O)NCC(=O)OCC(=O)Nc2ccccc2C#N)s1 | -2 | 1.1 | -5 | -4 | 24 | -1 | 99 | 93 | -1
COC(=O)c1ccc(NC(=O)CSc2nnc(COc3ccccc3)n2C)cc1 | 24* | 0.0 | 20 | -6 | 14 | -15 | 113 | 120 | -14

Three entries already listed, arranged by the number in NALP1 yeast inh, ascending:
| structure | NALP1 yeast inh |
| --- | --- |
| COc1ccccc1C1NC(=O)NC(C)=C1C(=O)OC1CCCCC1 (stereo not given) | -82 |
| CC(C)CC(=O)c1c[nH]c(C(=O)N2CCN(Cc3ccccc3)CC2)c1 | -7 |
| COC(=O)c1ccc(NC(=O)CSc2nnc(COc3ccccc3)n2C)cc1 | 20 |

MEKK2mut PB1 HTS, hit marks shown above.
smiles,MEKK2mut PB1 HTS,NALP1 yeast inh,GPR7 antagonist,PHOSPHO1 block,MEKK3 PB1 HTS,MEKK2wt PB1 HTS,M18AAP inhibitor
COC(=O)c1ccc(NC(=O)CSc2nnc(COc3ccccc3)n2C)cc1,24*,20,-6,14,113,120,-14

Continuation.
SMILES | MEKK2mut PB1 HTS | OXTR ag | NALP1 yeast inh | GPR7 antagonist | PHOSPHO1 block | DNA FID counter | MEKK3 PB1 HTS | MEKK2wt PB1 HTS | M18AAP inhibitor
COc1ccc(C(=O)N/N=C/c2cn[nH]c2-c2ccc(OC)cc2OC)cc1 | -2 | -0.7 | 19 | -3 | 5 | -18 | 96 | 96 | -1
COc1cccc(-n2c(C)cc(/C=C3/C(=N)N4C(=NC3=O)SN=C4S(C)(=O)=O)c2C)c1 | -11 | -0.3 | 4 | 11 | 6 | -38 | 98 | 85 | 2
COc1ccc(CCNC(=O)CSc2ccc(-c3ccncc3)nn2)cc1 | -8 | -0.5 | 15 | -9 | 34 | -3 | 91 | 91 | 0
CS(=O)(=O)c1ccc(Cl)c(NC(=O)CSc2nncn2-c2ccccc2)c1 | -2 | 2.5 | 18 | -13 | 22 | -14 | 100 | 100 | 5
O=C(C1CCCN1S(=O)(=O)c1ccc(Br)cc1)N1CCOCC1 (stereo not given) | 4 | -0.6 | 14 | -12 | 25 | 0 | 104 | 104 | -6
CCC(=O)Nc1cccc(-c2nnc(SCC(=O)NCc3ccco3)n2C)c1 | . | 1.1 | 6 | -3 | -71 | 1 | . | . | 0
Cc1ccc2c(c1)NC(c1cccs1)C1=C(CC(C)(C)CC1=O)N2 (stereo not given) | -1 | -1.6 | -2 | 16 | 13 | -11 | 100 | 97 | 3
CCCn1c(SCC(=O)Nc2sc(C)c(C)c2C(=O)OCC)nc2c1c(=O)n(C)c(=O)n2C | 0 | 0.5 | -3 | -4 | -6 | -4 | 102 | 95 | -1
CC(=O)c1cn(N(C)c2ncc(C(F)(F)F)cc2Cl)c(=O)[nH]c1=O | -5 | 0.9 | 6 | -7 | 36 | -4 | 94 | 96 | 1
Fc1ccccc1COc1ccc(Br)cc1CNCc1cccnc1 | 3 | 2.5 | 2 | 13 | 29 | 15 | 95 | 110 | 1
CN1CCN(C(CNC(=O)Nc2ccc(Cl)cc2)c2ccc(F)cc2)CC1 (stereo not given) | 8 | 2.9 | 25 | 9 | 44 | 15 | 110 | 123 | -3
O=C(NCC1CCCO1)NC1(C(F)(F)F)Oc2ccccc2O1 (stereo not given) | 0 | 0.0 | 17 | -1 | 23 | -4 | 102 | 100 | 37*
O=C(c1cc2ccccn2n1)N1CCCC1 | . | . | 10 | -6 | -7 | -5 | . | . | -6
CCc1cccc(NC(=O)CCc2c(C)nn(-c3ccc(N4CCCCC4)nn3)c2C)c1 | 1 | -0.1 | 2 | -20 | 8 | -48 | 102 | 101 | -6
CCOC(=O)N1CCN(c2c(N3CC=C(c4ccccc4)CC3)c(=O)c2=O)CC1 | -10 | -1.1 | 20 | -7 | 17 | -32 | 88 | 91 | -12
CN(C(=O)COC(=O)c1nc(Cl)c(Cl)c(Cl)c1Cl)C1CCS(=O)(=O)C1 (stereo not given) | -7 | . | 5 | 3 | 10 | 4 | 92 | 98 | -1
CC(CCc1ccccc1)NC(=O)C(Cc1ccccc1)NS(=O)(=O)c1cccs1 (stereo not given) | -2 | -1.5 | 4 | 6 | 11 | -21 | 89 | 94 | 1
COc1ccc(Cl)c(Cn2c(NCCCO)nc3c2c(=O)n(C)c(=O)n3C)c1 | 20 | 1.2 | -4 | 1 | -7 | -10 | 106 | 113 | 2
O=C(NCCc1ccc(F)cc1)c1cccc(NC(=O)c2ccccc2)c1 | 4 | 0.2 | 2 | -7 | 39 | -20 | 106 | 107 | 0
Cc1nc(-c2ccc(S(=O)(=O)N3CCN(C4c5ccccc5-c5ccccc54)CC3)s2)cs1 | -4 | -0.9 | . | -17 | 47 | -6 | 99 | 95 | 2
CC(C)CN1CCN(C2CCN(C(C)C)CC2)C(CCO)C1 (stereo not given) | 6 | . | 0 | -4 | 14 | 5 | 98 | 108 | 0
Cn1ccnc1SCC(=O)c1ccc(Br)cc1 | 5 | -1.4 | 6 | -11 | 61* | 2 | 100 | 96 | 7
NC(=O)c1cc([N+](=O)[O-])ccc1N1CCN(Cc2ccccc2)CC1 | 0 | 1.0 | 13 | 4 | 9 | 7 | 98 | 95 | -3
O=C(NCCO)c1cc2cc(Cl)cc(Cl)c2oc1=O | 5 | 0.2 | -4 | -10 | -12 | -4 | 104 | 104 | 1
S=C1NCCOCCOCCOCCNC(=S)N2CCOCCOCCN1CCOCCOCC2 | -2 | -0.5 | 12 | 1 | 27 | -20 | 98 | 97 | 0
CS(=O)(=O)c1nc(-c2ccc(F)cc2)cc(C(F)(F)F)n1 | 0 | . | 25 | 19 | 48 | -1 | 96 | 103 | -5
COc1ccc2oc(=N)c(C(=O)Nc3ccc(F)cc3)cc2c1 | -2 | 1.0 | -3 | -3 | . | -2 | 101 | 99 | 9
CCc1cccc2c(C=C(C#N)C#N)cn(CC(=O)N3CCCC3)c12 | 1 | -1.3 | 8 | -6 | 28 | -3 | 95 | 90 | 1
CCn1c(C)[n+](CC)c2ccc(C(=O)N(C)c3ccccc3)cc21 | -1 | 0.9 | 5 | 2 | 45 | 5 | 100 | 99 | -14
CCCCNC(=O)CSc1nc(O)cc(=O)n1C1CCCC1 | -2 | 1.3 | 10 | -16 | 20 | -14 | 96 | 98 | 3
O=C(O)c1cccc(N/N=C/c2ccc(-c3ccccc3)cc2)c1 | -7 | . | -5 | -12 | 27 | -29 | 94 | 93 | 1
COc1cc(OC)c(/C=N/NC(=O)c2ccncc2)c(OC)c1 | 4 | -0.1 | -3 | -3 | 40 | -6 | 102 | 102 | 5
Cc1ccc(NC(=O)CCS(=O)(=O)c2cc3[nH]c(=O)c(=O)[nH]c3cc2C)cc1 | 0 | -0.1 | 20 | -4 | 27 | -2 | 101 | 96 | -5
COc1cc(CCC(=O)N2CCN(c3ccc(N4CCOCC4)nn3)CC2)cc(OC)c1OC | . | 0.6 | 6 | 1 | 11 | -16 | . | . | 3
CC(C)NC(=O)Cn1c(SCC(=O)N2c3ccccc3CC2C)nc2ccccc21 (stereo not given) | 3 | -1.2 | 10 | -6 | 5 | -20 | 103 | 102 | -3
Cn1cc([N+](=O)[O-])c(C(=O)n2cccn2)n1 | 11 | 0.5 | -3 | -12 | 12 | 4 | 109 | 100 | 0
O=C(Nc1cccnc1)c1ccco1 | 3 | 12 | -16 | 3 | 14 | 1 | 101 | 105 | 2
COC(CNC(=O)c1cnn2c(C)c(Cc3ccccc3)c(C)nc12)OC | 1 | -0.3 | -2 | -1 | 21 | -13 | 101 | 98 | -10
CCC(=O)N1CCc2cc(S(=O)(=O)NCCC(=O)Nc3ccc(OC)cc3)ccc21 | 4 | 0.1 | 3 | -19 | 51 | -9 | 102 | 99 | -5
Cc1ccc(N=CC2=C(O)CC(c3ccccc3Cl)CC2=O)cc1 (stereo not given) | -1 | -1.6 | -11 | -3 | 16 | -3 | 98 | 95 | -2
CCCCOC(=O)c1ccc(NC(=O)Nc2ccc(OC)c(OC)c2)cc1 | 10 | 5.9 | -5 | -12 | -5 | -14 | 102 | 118 | 8
O=C(NCc1ccco1)C1CC(c2ccc(Cl)c(Cl)c2)=NO1 (stereo not given) | -18 | 8.9 | -10 | 15 | -3 | -13 | 39*[inhibitor] | 42*[inhibitor] | -8
Cn1c2ccccc2c2cc(/C=N/NC(=O)c3cc(O)ccc3O)ccc21 | 1 | -0.6 | 5 | -5 | 0 | -10 | 91 | 84 | 24
Clc1ccc(OCCn2ccnc2)cc1Cl | -1 | -0.4 | 14 | 18 | 24 | 9 | 94 | 98 | 12
COc1ccc(Nc2c(-c3ccco3)nc3ccc(C)cn23)cc1 | 2 | -2.0 | 0 | -3 | -15 | -9 | 103 | 101 | 4

Screening data as filed in PubChem.
